Source: PubChem
TrxR1 substrate: qHTS Assay for Substrates of Mammalian Selenoprotein Thioredoxin Reductase 1 (TrxR1): qHTS; Thioredoxin reductase 1, cytoplasmic (Rattus norvegicus), O89049; purified TrxR1 substrate turnover, NADPH consumption readout; Potency, µM (highest dose often 114 µM), inactives show top-dose activity change, negative = substrate turnover; 0.01% of 390,000 active; further: potency means the concentration at half of the fitted maximal effect; on the % scale 0 is the no-effect control and ±100 the full control effect; nearly all actives have a fitted effect of over 50% in size
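Rat TrxR1, dispensed at 90 nM, was prereduced with 400 uM NADPH (final) for 5 min at ~22 deg C, then incubated with compound 15 min before 400 uM selenite. A first-read NADPH fluorescence drop versus no-compound background flagged substrates.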
IDH1 R132H inh: qHTS for Inhibitors of mutant isocitrate dehydrogenase 1 (IDH1): qHTS; Isocitrate dehydrogenase [NADP] cytoplasmic (Homo sapiens), O75874; IDH1-R132H enzyme, NADPH consumption, diaphorase/resazurin fluorescence; Potency, µM (top dose mostly 76.6 µM), without a hit: top-dose activity change, negative = inhibition, hits mostly inhibitors; 0.093% of 390,000 active; further: potency means the concentration at half of the fitted maximal effect; on the % scale 0 is the no-effect control and ±100 the full control effect; nearly all actives have a fitted effect of over 65% in size
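IDH1-R132H (0.5 ug/mL dispensed) in pH 7.5 Tris buffer was preincubated 30 min with compound, then given a substrate mix of 0.016 mM NADPH and 2 mM alpha-KG for 80 min at room temperature; remaining NADPH was read by diaphorase/resazurin fluorescence.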
TRHR agonist: qHTS for Small Molecule Agonists and Allosteric Enhancers of Human TRH Receptor: Primary Screen for Agonists; 0.18% of 360,000 active; Thyrotropin-releasing hormone receptor (Homo sapiens), P34981; TRHR cells, calcium flux fluo-8, FDSS agonist mode; AID 493084, 2011; activation, % at 2 µM; in the data active means activation above about 30%; further: 0% is about no effect
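TRHR-expressing cells loaded with fluo-8 calcium dye; 23 nL library compound pin-transferred, kinetic FDSS fluorescence (Ex 480/Em 530) recorded about 180 s for agonist-induced calcium release, before a 10 nM TRH EC20 addition for potentiator mode.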
TrxR1 inh: qHTS Assay for Inhibitors of Mammalian Selenoprotein Thioredoxin Reductase 1 (TrxR1): qHTS; Thioredoxin reductase 1, cytoplasmic (Rattus norvegicus), O89049; recombinant rTrxR1, NADPH fluorescence consumption, selenite substrate; Potency, µM (series often up to 114 µM), without a hit: at the highest dose activity change, negative = inhibition, hits mostly inhibitors; 1% of 390,000 active; AID 588453, 2011; further: potency means the concentration at half of the fitted maximal effect; on the % scale 0 is the no-effect control and ±100 the full control effect; nearly all actives have a fitted effect of over 65% in size
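Rat TrxR1 (90 nM in the dispensed reagent) was pre-reduced with 400 uM NADPH for 5 min at room temperature, then incubated with compound for 15 min. After 400 uM selenite was added, NADPH fluorescence (Ex 340/Em 450 nm) was followed for 8 min.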
USP1-UAF1 inh: Inhibitors of USP1/UAF1: Primary Screen. Ubiquitin carboxyl-terminal hydrolase 1 (Homo sapiens), O94782. recombinant USP1/UAF1, Ub-Rhodamine cleavage fluorescence. Potency, µM (series often up to 57.1 µM), inactives show at the top dose activity change, negative = inhibition, hits mostly inhibitors. 0.23% of 390,000 active. AID 743255, 2014; further: potency means the concentration at half of the fitted maximal effect; on the % scale 0 is the no-effect control and ±100 the full control effect; nearly all actives have a fitted effect of over 60% in size; inactives centre near -12
Target sequence (O94782 whole entry, looked up): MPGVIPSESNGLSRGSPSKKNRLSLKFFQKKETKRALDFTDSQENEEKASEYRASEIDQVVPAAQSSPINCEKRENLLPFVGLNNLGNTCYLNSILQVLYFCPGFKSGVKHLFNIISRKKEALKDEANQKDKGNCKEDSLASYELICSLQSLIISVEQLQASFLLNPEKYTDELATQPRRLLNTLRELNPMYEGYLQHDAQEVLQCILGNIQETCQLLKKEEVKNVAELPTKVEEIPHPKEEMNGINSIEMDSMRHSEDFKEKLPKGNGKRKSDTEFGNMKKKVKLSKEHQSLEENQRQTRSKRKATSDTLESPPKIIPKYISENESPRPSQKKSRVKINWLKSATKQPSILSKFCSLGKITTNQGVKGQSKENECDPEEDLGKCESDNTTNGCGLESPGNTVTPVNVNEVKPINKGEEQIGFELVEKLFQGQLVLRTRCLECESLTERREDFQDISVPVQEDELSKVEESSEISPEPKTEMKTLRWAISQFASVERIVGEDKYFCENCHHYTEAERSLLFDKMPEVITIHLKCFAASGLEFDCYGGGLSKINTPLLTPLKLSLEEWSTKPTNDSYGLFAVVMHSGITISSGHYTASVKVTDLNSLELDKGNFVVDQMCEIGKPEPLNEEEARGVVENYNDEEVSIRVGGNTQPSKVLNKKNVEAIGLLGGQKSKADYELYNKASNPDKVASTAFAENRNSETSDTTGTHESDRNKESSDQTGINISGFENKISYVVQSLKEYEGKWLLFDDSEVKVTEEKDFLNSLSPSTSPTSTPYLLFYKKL
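USP1/UAF1 complex (1 nM) preincubated 15 min at room temperature with compound, then Ub-Rho substrate (150 nM final) added. Kinetic fluorescence at 480/540 nm over 6 reads at 60 s intervals; 50 mM HEPES pH 7.8, 0.5 mM EDTA, 0.1 mg/ml BSA, 1 mM TCEP, 0.01% Tween-20.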
D2 agonist: HTS Assay for Allosteric Agonists of the Human D2 Dopamine Receptor: Primary Screen for Agonists; activation, % at 2 µM; HEK293 T-REx D2 cells, calcium flux agonist mode; 0.53% of 340,000 active;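 active means activation over 3 SD above normal in the single-dose calcium agonist read, cut at about 30% in these data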; further: 0% is about no effect
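Tetracycline-induced HEK293 Trex cells with D2 receptor force-coupled to calcium signaling, plated overnight at 30 C and loaded with no-wash calcium dye. Calcium flux read kinetically for 180 s after compound addition; responses flag agonists.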
TRHR enhancer: qHTS for Small Molecule Agonists and Allosteric Enhancers of Human TRH Receptor: Primary Screen for Enhancers | Thyrotropin-releasing hormone receptor (Homo sapiens), P34981 | TRHR cells, fluo-8 calcium fluorescence, EC20 TRH enhancement | enhancement, % at 2 µM | 0.66% of 360,000 active; in the data active means enhancement above about 30%; further: 0% is about no effect
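TRHR-expressing cells loaded with fluo-8 calcium dye were read kinetically (ex 480/em 530) during compound addition, then stimulated with an EC20 of TRH (10 nM final). Enhancement of the Gq-mediated intracellular calcium response was scored.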
D2 antagonist: HTS Assay for Allosteric Antagonists of the Human D2 Dopamine Receptor: Primary Screen for Antagonists. D(2) dopamine receptor (Homo sapiens), P14416. HEK293 TREx D2 cells, calcium flux, dopamine EC80. inhibition, % at 10 µM. 2% of 340,000 active. AID 485344, 2010; in the data active means inhibition above about 30%; further: 0% is about no effect
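Calcium mobilization kinetics were recorded at 1 s intervals in tetracycline-induced HEK293 T-REx D2 cells, first for 180 s after compound addition and then 180 s after EC80 dopamine.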
Pin1 inh: qHTS Assay to Find Inhibitors of Pin1; 0.009% of 390,000 active; Peptidyl-prolyl cis-trans isomerase NIMA-interacting 1 (Homo sapiens), Q13526; Potency, µM (doses to about 115 µM), without a hit: at the highest dose activity, negative = inhibition, hits mostly inhibitors; Pin1 FP peptide displacement, HiFluor488, 10 min; active means well fitted inhibition curve with a large enough effect in the polarisation, with a control signal flat, not every such curve was filed as active; inconclusive means small, poorly fitted or top-dose-only effect, or effect the other way, or a change in a side signal; inactive means no such curve, though single readings can be large or run the other way; the % refers to the polarisation; further: potency means the concentration at half of the fitted maximal effect; on the % scale 0 is the no-effect control and ±100 the full control effect
Target sequence (Q13526 whole entry, looked up): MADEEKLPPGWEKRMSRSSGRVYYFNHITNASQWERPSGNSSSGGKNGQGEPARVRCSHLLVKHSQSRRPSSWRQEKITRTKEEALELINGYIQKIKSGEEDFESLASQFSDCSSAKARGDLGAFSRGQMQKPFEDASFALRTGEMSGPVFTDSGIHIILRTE
The depositor's hits bear a star; ? = inconclusive; / = no result given; & = joins results of further samples; [ ] = dose if it differs, or a comment. Unless noted, the call rests on the fitted dose curve; in most records, active means well fitted inhibition curve with a large enough effect; inconclusive means small, poorly fitted or top-dose-only effect; inactive means no such curve, though single readings can be large or run the other way. A portion of the library (hit frequency here may not be typical).

Values run as follows: TrxR1 substrate, IDH1 R132H inh, TRHR agonist, TrxR1 inh, USP1-UAF1 inh, D2 agonist, TRHR enhancer, D2 antagonist, Pin1 inh
CCOC(=O)N1CCN(c2c(NCCc3ccc(OCC)c(OCC)c3)c(=O)c2=O)CC1
    -14%, 9%, -0.8, -1%, 1%, -1.0, -1, -2, 0%
COc1ccccc1N1CCN(C(=O)C(=O)c2cn(CC(=O)N3CCCCCC3)c3ccccc23)CC1
    -10%, -2%, 0.9, -16%, -1%, -0.4, 14, 38*, -2%
Cc1ccc(C)c(NC(=S)N2CCC(NC(=O)c3ccc(F)cc3)CC2)c1
    6%[57.1 µM], -1%, -0.2, 10%[57.1 µM], -5%, 2.7, 6, 4, 3%
CCNc1nc(NC(C)C)nc(ON=C(C)C)n1
    /, /, 0.2, /, /, 0.6, -2, 15, /
O=C(NCCCc1nc2ccccc2n1Cc1ccc(F)cc1)C1CCCCC1
    1%, 14%, -1.1, 11%, -28%, -0.1, -7, /, 3%
O=C(COC(=O)C1CC1)NCCNC(=O)COC(=O)C1CC1
    6%[57.1 µM], -10%, 0.1, 14%[57.1 µM], -14%, 0.2, 3, 0, -9%
CCC(CC)C(=O)Nc1cccc(/C(C)=N/NC(=O)c2c(Br)cnn2C)c1
    11%, 12%, 0.2, 11%[57.1 µM], -18%, 0.6, -5, 2, 1%
CC/C(=C/c1ccccc1)c1cccc2[nH]c3c(OC)cccc3c12
    42%[activator], 11%, 0.3, -18%, -23%, 0.1, 5, -11, 0%
COc1cccc(N(CC(=O)NC2CCCC2)C(=O)Cn2nnc(-c3ccc(C)cc3)n2)c1
    -4%, 6%, -1.6, 13%, -11%, 0.7, 0, 5, 8%
O=C(COC(=O)C1CCN(S(=O)(=O)c2cccs2)CC1)NCc1ccccc1
    0%, 0%, 0.0, 11%, -9%, 1.2, 12, -3, -8%
O=C(Nc1c(C(=O)Nc2cccc(F)c2)oc2ccccc12)c1ccc2c(c1)OCO2
    69%[activator], 6%, -0.1, 75%[activator], -11%, -0.5, -4, -1, -8%
O=C(Nc1ccc(Nc2ccccc2)cc1)c1ccc(F)cc1
    -5%[2.29 µM], -19%, 1.4, -5%[2.29 µM], -17%, 0.3, -2, 5, -3%
Cc1cc(C)c2c(CN3CCN(Cc4ccccc4)CC3)cc(=O)oc2c1C
    -1%, 8%, -0.2, 14%, -9%, 0.5, 10, 8, 1%
O/N=C/c1ccn(-c2ccc(Br)cc2)c1
    0%, 1%, -0.6, 20%, -22%, -5.1, 16, -4, 4%
CC1CCCN(CCOc2cccc(Oc3ccccc3)c2)C1 (centres undefined)
    8%, 11%, -0.2, 27%, -22%, -0.9, 10, -5, 2%
Cc1ccccc1OCCC(=O)OCC(=O)Nc1c(F)cccc1F
    -8%, -1%, -0.2, -2%, -7%, 0.2, 0, -9, -9%
COc1ccc(C(=O)NCCS(=O)(=O)N2CCCC2)cc1
    1%, 0%, 0.1, 2%, -5%, -0.4, 0, -67, -4%
O=C(CCc1nnc2n(Cc3ccccc3)c(=O)c3ccccc3n12)NCCN1CCOCC1
    18%[57.1 µM], 5%, 0.3, 22%[57.1 µM], -4%, 0.2, -1, 16, -9%
CCN1C(=O)CC(N2CCC(C(=O)OC)CC2)C1=O (centres undefined)
    7%[57.1 µM], 2%, 0.5, 11%[57.1 µM], -16%, 0.5, 7, 0, -13%
CCN(CCn1cccn1)C(=O)C1CCC(=O)N(CC2CCCCC2)C1 (centres undefined)
    9%, 4%, 1.3, 21%, -22%, 0.2, 4, -7, -4%
CC(C)Oc1ccccc1C1(c2ccccc2)NC(=O)NC1=O (centres undefined)
    1%, 10%, 0.0, 15%, -18%, -0.5, -2, -2, -4%
Cc1ccc(S(=O)(=O)Nc2csc(C)c2C(=O)O)cc1
    5%[57.1 µM], 9%, -0.1, 10%[57.1 µM], ?, -1.0, 0, 5, -20%
CC(=O)NC(O)C(=O)c1ccccc1 (centres undefined)
    -7%, 3%, -0.4, -10%, -3%, 0.3, 9, 5, -1%
Cc1ccc2c(cnn2C(=O)CCC(=O)NCc2cccc(Br)c2)c1
    10%[57.1 µM], -1%, 0.2, 19%[57.1 µM], -19%, -0.7, -3, -7, 1%
CCSc1nc2ccccc2n1CC(=O)OC
    -4%, -5%, 0.4, 1%[57.1 µM], -1%, 0.0, 0, -6, 0%
COc1ccc(-c2[nH]ncc2CN2CCCCCCC2)c(OC)c1
    10%[57.1 µM], 1%, -0.1, -20%, -8%, 0.9, 2, 7, 5%
CCC(C)NC(=O)c1cnc2n(c1=O)CCS2 (centres undefined)
    1%, 1%, 0.4, 17%, -19%, 0.3, -1, 0, -1%
S=C(NCC1CCCCC1)Nc1ccc(Oc2ccccc2)cc1
    2%, 0%, -0.3, 4%, -19%, -0.5, 2, 4, 10%
COc1ccc(N2CCN(CC(O)COc3cc(C)ccc3C)CC2)cc1 (centres undefined)
    2%, 11%, 0.4, 29%, -16%, -0.1, 1, -2, -9%
Cc1cccc(NC(=O)CSc2nc(C)c(CC(=O)c3ccc(Br)cc3)c(C)c2C#N)c1C
    -2%, 10%, -0.3, 2%, -5%, 0.1, 1, -9, -1%
Cc1ccc(C)c(Cn2c(=O)n(-c3ccc(Cl)cc3)c(=O)c3c4c(sc32)CCC4)c1
    -11%, 3%, -0.7, -9%, -6%, 0.0, 13, /, -1%
Cc1ccccc1Nc1ncnc2c1cnn2C
    4%, 13%&14%, 0.3&1.4, 24%, -8%&-11%, 0.6&0.0, 2&16, -8, 3%&-2%
CCCCCCCNC(=O)C1(CC2CC(c3ccccc3)=NO2)CCNCC1 (centres undefined)
    5%, 2%, 0.0, ?, 3%, 0.1, -2, -1, -15%
COCCN(CC(=O)Nc1cccc(C)c1C)C(=O)c1ccc2ccccc2n1
    -10%, 1%, -0.1, -16%, -9%, 0.4, 32*, 25, 14%
CN(C)CCCN(Cc1ccccc1)C(=S)Nc1ccc(OC(F)F)cc1
    -3%, 0%, 1.6, 0%, -8%, 1.1, -3, 17, -1%
O=C(Nc1ccccc1F)Oc1cccc(OC(=O)Nc2ccccc2F)c1
    3%, 11%, -1.1, 4%[57.1 µM], -16%, -0.2, 16, -7, -6%
COc1ccc(N2C(=O)C3CCCN3C2c2ccc(Cl)cc2)cc1 (centres undefined)
    -2%, -12%, 0.4, 8%, -14%, 0.6, 8, 5, -9%
O=C(CCN1CCOCC1)Nc1c(-c2ccccc2)c2cc(Br)ccc2[nH]c1=O
    2%, 4%, -1.1, 1%, -8%, -0.2, 1, -19, -2%
O=C(COC(=O)c1ccc[n+]([O-])c1)Nc1ccc([N+](=O)[O-])cc1C(F)(F)F
    0%, 9%, /, 13%, -18%, /, /, /, -2%
C#Cc1ccc([C@@H]2C=C(C(=O)O)O[C@H](OCc3ccc(CO)cc3)C2)cc1
    -4%, -5%, -0.9, -9%, -5%, 0.1, 0, -11, 5%
Cc1ccc(OCC(=O)Nc2cc(-c3cccc(C)c3)nn2-c2ccccc2)cc1
    1%[57.1 µM], -1%, 0.5, 29%[57.1 µM], ?, -0.1, -4, /, 2%
CCn1c(CCc2ccccc2)n[nH]c1=S
    -5%, 0%, -1.0, -12%[57.1 µM], 0%, 0.9, 0, 19, -5%
Cc1cc2ccccc2n1CCC(=O)O
    7%, -6%, 0.4, 40%, ?, 0.2, 6, -17, /
O=C(/C=C/c1cccs1)Nc1nc(-c2ccccc2)cs1
    6%, -2%, 0.3, -16%, -14%, -0.4, -1, -14, 3%
CCCCNC(=O)c1onc(CSc2cccc(F)c2)c1C(=O)O
    0%, 2%, 0.5, 4%, -25%, -0.1, 0, 14, 0%
CCCS(=O)(=O)N1CCC(N2CCN(Cc3ccc(F)cc3)C(=O)C2=O)CC1
    -2%[57.1 µM], 4%, 0.2, 5%[57.1 µM], -4%, 1.3, 10, /, 10%
CCOc1ccc(-n2nc3ccc(NC(=O)Cc4ccccc4)cc3n2)cc1
    5%, 0%, -0.1, -3%, -6%, 1.0, 3, /, 61%
Cc1ccc(OCC(=O)N2CCCC(CO)(CCOc3ccccc3)C2)cc1 (centres undefined)
    -7%, -3%, 0.3, -2%, -6%, 0.1, 1, 0, -5%
COc1ccc(N(CCCN2C(=O)c3cccc4cccc(c34)C2=O)C(=O)c2cccnc2)cc1
    -12%[57.1 µM], 7%, 2.6, 36%[57.1 µM], -23%, 2.2, -3, -15, -1%
COC(=O)CSc1nnc(-c2ccco2)n1-c1ccc(C)cc1
    5%, -2%, -0.3, 15%[57.1 µM], -14%, /, 14, /, -9%

In another format: entries from further up
compound,TrxR1 substrate,IDH1 R132H inh,TRHR agonist,TrxR1 inh,USP1-UAF1 inh,D2 agonist,TRHR enhancer,D2 antagonist,Pin1 inh
O=C(COC(=O)c1ccc[n+]([O-])c1)Nc1ccc([N+](=O)[O-])cc1C(F)(F)F,0%,9%,/,13%,-18%,/,/,/,-2%
COc1ccc(N2C(=O)C3CCCN3C2c2ccc(Cl)cc2)cc1 (centres undefined),-2%,-12%,0.4,8%,-14%,0.6,8,5,-9%
